From PubChem
PI4K2A inh: blocks human PI4K2A kinase activity | activity change, negative = inhibition, % at 76.9 µM | AID 1346378 | purified PI4K2A, ADP-Glo luminescence, 1 h; active compounds read low | 420,000 tested, 0.13% active; in the data active = activity change below about -50%; inconclusive = mostly about -30% to -49%;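 note: -100% = wells without enzyme as full effect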
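ADP-Glo luminescence measured ADP generated by PI4K2A enzyme (4 ug/mL before mixing) with 1.2 mM PI substrate (pre-mix) and 300 microM ATP (pre-mix). Tris pH7.5 buffer with MgCl2, Triton X-100; 1 h reaction at ambient temperature.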
TrxR1 substrate: rat thioredoxin reductase 1 substrate activity; Potency, µM (doses to about 114 µM), for inactives: at the top dose activity change, negative = substrate turnover; purified TrxR1 substrate turnover, NADPH consumption readout; 390,000 tested, 0.01% active; note: potency is the fitted concentration of half-maximal effect; % is set by controls: 0 for no effect and ±100 for the full control effect; nearly all actives have a fitted effect of over 50% in size
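Rat TrxR1, dispensed at 90 nM, was prereduced with 400 uM NADPH (final) for 5 min at ~22 deg C, then incubated with compound 15 min before 400 uM selenite. A first-read NADPH fluorescence drop versus no-compound background flagged substrates.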
HP1b chromo inh: inhibitors of HP1-beta chromodomain binding to methylated histone tails; AlphaScreen HP1-beta / biotin-H3K9me3 peptide binding; Potency, µM (highest dose often 114 µM), for the others: at the top dose activity change, negative = inhibition, hits mostly inhibitors; AID 540317; 390,000 tested, 0.56% active; note: potency is the fitted concentration of half-maximal effect; nearly all actives have a fitted effect of over 70% in size; inactives centre near 23
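HP1-beta protein (50 nM final) preincubated 30 min at room temperature with biotinylated H3(1-18)K9me3 peptide (50 nM) in PBS pH 7.4, 0.01% Tween-20, then compound added for 30 min. AlphaScreen streptavidin donor/nickel chelate acceptor beads (10 ug/mL final), 30 min dark, luminescence read.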
Tb PGK inh: inhibitors of T. brucei phosphoglycerate kinase. Potency, µM (highest dose often 57.5 µM), for inactives: top-dose activity change, negative = inhibition, most hits filed as inhibitors. P07378. PGK/GAPDH coupled, Kinase-Glo luminescence, 60 min. 380,000 tested, 0.043% active; note: potency is the fitted concentration of half-maximal effect; % is set by controls: 0 for no effect and ±100 for the full control effect; nearly all actives have a fitted effect of over 60% in size
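Recombinant glycosomal PGK reaction used 1,3-bisphosphoglycerate generated in-well by GAPDH (100nM final) in 100mM TEA pH 7.6, 5mM MgCl2, 0.01% Tween-20. After 60 minutes at room temperature, ATP was read by Kinase-Glo Plus luminescence end-point.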
mIDH1 inhibitor: inhibitors of human mutant IDH1 R132H. Potency, µM (top dose mostly 76.6 µM), for inactives: at the highest dose activity change, negative = inhibition, actives largely listed as inhibitors. O75874. AID 602179. 390,000 tested, 0.093% active. IDH1-R132H enzyme, NADPH consumption, diaphorase/resazurin fluorescence; note: potency is the fitted concentration of half-maximal effect; % is set by controls: 0 for no effect and ±100 for the full control effect; nearly all actives have a fitted effect of over 65% in size
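IDH1-R132H (0.5 ug/mL dispensed) in pH 7.5 Tris buffer was preincubated 30 min with compound, then given a substrate mix of 0.016 mM NADPH and 2 mM alpha-KG for 80 min at room temperature; remaining NADPH was read by diaphorase/resazurin fluorescence.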
USP1-UAF1 inh: USP1/UAF1 (human) deubiquitinase inhibition | O94782 | recombinant USP1/UAF1, Ub-Rhodamine cleavage fluorescence | Potency, µM (titrated, usually from 57.1 µM), for the others: at the top dose activity change, negative = inhibition, most hits filed as inhibitors | 390,000 tested, 0.23% active; note: potency is the fitted concentration of half-maximal effect; % is set by controls: 0 for no effect and ±100 for the full control effect; nearly all actives have a fitted effect of over 60% in size; inactives centre near -12
Target sequence (O94782 whole entry, looked up): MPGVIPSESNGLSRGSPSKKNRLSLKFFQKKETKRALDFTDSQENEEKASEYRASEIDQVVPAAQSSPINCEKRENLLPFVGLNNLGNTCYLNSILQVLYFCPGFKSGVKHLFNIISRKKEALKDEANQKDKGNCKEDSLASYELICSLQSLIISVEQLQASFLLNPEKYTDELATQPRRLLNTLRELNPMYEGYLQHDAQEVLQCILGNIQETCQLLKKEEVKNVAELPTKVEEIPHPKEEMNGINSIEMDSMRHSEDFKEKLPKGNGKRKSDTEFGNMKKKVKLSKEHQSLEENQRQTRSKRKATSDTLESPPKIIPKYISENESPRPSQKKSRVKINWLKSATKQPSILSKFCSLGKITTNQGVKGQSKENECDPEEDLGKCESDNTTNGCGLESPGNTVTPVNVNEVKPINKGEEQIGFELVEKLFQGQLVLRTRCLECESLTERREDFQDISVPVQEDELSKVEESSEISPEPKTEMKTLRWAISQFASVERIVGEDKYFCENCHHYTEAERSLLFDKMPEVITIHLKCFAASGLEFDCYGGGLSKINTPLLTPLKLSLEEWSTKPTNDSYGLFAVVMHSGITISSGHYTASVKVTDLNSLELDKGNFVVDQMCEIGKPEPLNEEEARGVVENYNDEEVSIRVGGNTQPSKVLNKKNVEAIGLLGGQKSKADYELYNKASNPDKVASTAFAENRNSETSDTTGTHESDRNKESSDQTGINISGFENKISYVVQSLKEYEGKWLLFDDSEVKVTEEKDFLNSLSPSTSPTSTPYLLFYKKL
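1 nM enzyme complex + cpd, 15 min RT; start with Ub-Rho 150nM final; kinetic fluorescence ex 480/em 540, 6 reads q60 s. Buffer 50mM HEPES pH 7.8, 0.5mM EDTA, 0.1 mg/ml BSA, 1mM TCEP, 0.01% Tween-20.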
Pin1 inh: human Pin1 inhibition | Q13526 | Pin1 FP peptide displacement, HiFluor488, 10 min | Potency, µM (series often up to 115 µM), for inactives: at the top dose activity, negative = inhibition, actives largely listed as inhibitors | 390,000 tested, 0.009% active | AID 504891; active = well fitted inhibition curve with a large enough effect in the polarisation, with a control signal flat, not every such curve was filed as active; inconclusive = small, poorly fitted or top-dose-only effect, or effect the other way, or a change in a side signal; inactive = no such curve, though single readings can be large or run the other way; the % refers to the polarisation; note: potency is the fitted concentration of half-maximal effect; % is set by controls: 0 for no effect and ±100 for the full control effect
Target sequence (Q13526 whole entry, looked up): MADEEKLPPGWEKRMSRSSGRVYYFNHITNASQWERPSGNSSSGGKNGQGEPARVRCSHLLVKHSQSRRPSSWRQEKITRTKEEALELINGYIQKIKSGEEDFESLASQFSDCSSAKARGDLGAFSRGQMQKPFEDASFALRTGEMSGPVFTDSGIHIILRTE
rTrxR1 inhibitor: blocks rat thioredoxin reductase 1 | 390,000 tested, 1% active | Potency, µM (titrated, usually from 114 µM), inactives show top-dose activity change, negative = inhibition, actives largely listed as inhibitors | recombinant rTrxR1, NADPH fluorescence consumption, selenite substrate | O89049; note: potency is the fitted concentration of half-maximal effect; % is set by controls: 0 for no effect and ±100 for the full control effect; nearly all actives have a fitted effect of over 65% in size
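Rat TrxR1 (90 nM in the dispensed reagent) was pre-reduced with 400 uM NADPH for 5 min at room temperature, then incubated with compound for 15 min. After 400 uM selenite was added, NADPH fluorescence (Ex 340/Em 450 nm) was followed for 8 min.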
GLS inh: glutaminase GLS (human) inhibition; O94925; GLS enzymatic activity, qHTS titration; Potency, µM (top dose mostly 45.5 µM), for inactives: at the highest dose activity change, negative = inhibition, most hits filed as inhibitors; 410,000 tested, 0.21% active; AID 624170; note: potency is the fitted concentration of half-maximal effect; % is set by controls: 0 for no effect and ±100 for the full control effect
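Assay buffer: 45 mM KH2PO4 pH 8.2, 0.02% Tween-20. hKGA acts on L-glutamine (1 mM solution added); product glutamate is reported by an oxidase/peroxidase Amplex Red coupling, with fluorescence taken at baseline and 30 min.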
* = called active by the depositor; i = inactive; u = inconclusive; x = no result given; & = joins results of further samples; [ ] = another dose, or the depositor's remark. Unless noted, calls come from the whole dose curve; as a rule, active = well fitted curve in the direction sought with a large enough effect; inconclusive = small, poorly fitted or top-dose-only effect, or another doubt; inactive = no such curve, though single readings can be large; an effect the other way counts as inactive or inconclusive.

SMILES | PI4K2A inh | TrxR1 substrate | HP1b chromo inh | Tb PGK inh | mIDH1 inhibitor | USP1-UAF1 inh | Pin1 inh | rTrxR1 inhibitor | GLS inh
CN1C(C(=O)NCc2ccc(OC(F)(F)F)cc2)CC2Cn3c(nc4ccccc43)C21 (stereo unspecified) | 2 | 3% | 35% | -5% | 10% | -20% | 1% | -9% | -2%
CSCCC(=O)N1CCC(n2nccc2NC(=O)CCc2ccccc2)CC1 | -2 | -10% | 26% | -3% | 3% | -15% | -15% | -7% | -1%
O=S(=O)(c1ccc(Cl)cc1)N1CCC(N2CCOCC2)CC1 | 4 | 8%[57.1 µM] | -45% | -6% | 7% | -6% | 1% | 8%[57.1 µM] | -2%
COc1ccc(CNC(=O)CCCn2nc(C)c3c(C)n(-c4ccc(C)cc4)nc3c2=O)cc1OC | -2&5 | 2%&2% | 48%&32%[activator] | 8% | 3%&1% | -14%&12% | -6%&-1% | 15%&11% | 1%&5%
CC(C)(C)NC(=O)c1oc2ccccc2c1NC(=O)c1ccc(F)cc1 | 0 | 1% | 28% | i | -17% | -19% | -2% | 23% | 4%
CC1Cc2nc(SCC(=O)NC3CCCCC3)n(C)c(=O)c2S1 (stereo unspecified) | -1 | -3% | 33% | 7% | -1% | -4% | 6% | -16% | 0%
CCOc1ccc(-n2c(=O)c3c(C)c(C(=O)N(C)C)sc3n(Cc3cc(C)ccc3C)c2=O)cc1 | 6 | -3%[57.1 µM] | 13% | i | 4% | -15% | -11% | 13%[57.1 µM] | -13%
COc1ccc(Cl)cc1NC(=S)N1CCN(C(=O)C2CCCO2)CC1 (stereo unspecified) | 2 | 0% | 40%[activator] | -11% | 0% | -12% | 10% | 7% | 1%
O=C(COC(=O)C1=COCCO1)Nc1ccc([N+](=O)[O-])cc1C(F)(F)F | -8 | 0% | 24% | 0% | 0% | -16% | -3% | 24% | 11%
Cc1ccc(-c2noc(CCCC(=O)N3CCOCC3)n2)cc1 | 1 | -1% | 18% | -3% | 8% | -19% | -2% | 0% | -4%
CCOc1c(OC(C)=O)ccc(/C=C2\N=C(SCC)SC2=O)c1[N+](=O)[O-] | -9 | -2% | 14µM* | 7% | -12% | u | 1% | -25% | 47%[activator]
COc1ccc(/C=C/C(=O)c2cc(Br)ccc(=O)c2O)cc1 | -7 | -13% | 50µM* | i | 5% | u | u | 35µM* | 11%
COc1ccc(CCC(C)NCCc2ccc(Cl)cc2Cl)cc1 (stereo unspecified) | 0 | 2% | 36% | -8% | 17% | -21% | 1% | 20% | 1%
CCCC1=Nc2cc(C(=O)NCCN3CCCC3)ccc2Sc2ccccc21 | -6 | -6% | 5% | -2% | 7% | -20% | 2% | 1% | -8%
Cc1cc2c(ncn2C)c(NS(=O)(=O)c2ccccc2Cl)c1C | 5 | -7% | 5% | i | 11% | 3% | -1% | -5% | 5%
Cc1ccc(NC(=O)CSc2nc(=O)n(Cc3cccnc3)c3c2CCC3)cc1F | 4 | 2%[57.1 µM] | -4% | -5% | 3% | -12% | 0% | 9%[57.1 µM] | -3%
COc1ccc(N2CCN(c3oc(-c4ccccc4C)nc3S(=O)(=O)c3ccccc3)CC2)cc1 | 0 | 3% | 4% | -2% | -2% | -25% | 1% | 5% | -5%
CCC(C)C(NC(=O)OC(C)(C)C)C(=O)NC1COC2CC(n3cc(F)c(=O)[nH]c3=O)OC12 (stereo unspecified) | x | -6% | 19% | x | x | x | -30% | 8% | x
Nn1c(SCc2ccccc2)nnc1-c1ccccn1 | 5 | -1% | 40%[activator] | -1% | -4% | -23% | -4% | 0% | x
COc1ccc(C)cc1S(=O)(=O)Nc1cccc(-c2ccc(N3CCC(C)CC3)nn2)c1 | 4 | 3%[57.1 µM] | 15%[57 µM] | -6% | -1% | -26% | -4% | 17%[57.1 µM] | -9%
O=C(COc1ccc(Br)cc1)Nc1cc(S(=O)(=O)N2CCCCC2)ccc1N1CCCCC1 | -1 | 2%[57.1 µM] | -2% | i | 3% | -23% | -1% | -2%[57.1 µM] | 2%
CC1(C)C2CC[C@]3(C)C(CC=C4[C@@H]5C[C@@](C)(CO)CC[C@]5(C(=O)O)CC[C@]43C)[C@@]2(C)CC[C@@H]1O (stereo partly specified) | -2 | 0% | 61%[activator] | -5% | 2% | -26% | 3% | 7% | -4%
COc1cc(C(=O)N2CCN(S(=O)(=O)c3cc(C)ccc3C)CC2)ccc1OCC(=O)N1CCOCC1 | 0 | -12% | 29% | 8% | -10% | -5% | 0% | -15% | 4%
CC(=O)c1nc(N2C(=O)C3CC=C(C)CC3C2=O)sc1C (stereo unspecified) | -2 | -12% | 12% | -8% | -6% | -8% | -4% | 0% | 6%
CCCC1CCC(=NNS(=O)(=O)c2ccc(C)c([N+](=O)[O-])c2)CC1 (stereo unspecified) | -6 | 3% | 23% | -7% | 6% | -22% | -3% | 4% | -5%
O=C(CCCOc1ccccc1)Nc1nncs1 | -1 | 3% | 66%[activator] | -6% | 9% | -5% | 3% | -2% | 3%
O=C(NC1C(=O)NNC1c1ccc(Cl)cc1)c1ccc(F)cc1 (stereo unspecified) | -5 | -2% | 8% | x | 0% | -30% | 4% | 14% | -5%
COc1ccccc1NC(=O)CN1CCOCC1 | 1 | 6% | 20% | i | 2% | -21% | -2% | 21% | -3%
CCOc1ccccc1NC(=S)NCCc1ccc(F)cc1 | 4 | -9% | 25% | -4% | -3% | -10% | -9% | -2% | 14%
CCc1ccc2[nH]c(=O)c(CN(Cc3ccccc3)Cc3nnnn3Cc3ccccc3)cc2c1 | x | 7%[0.0914 µM] | 16%[57 µM] | x | x | x | 3% | u | x
COC(=O)Nc1ccc(S(=O)(=O)N2CCC(C(=O)NCc3ccc4c(c3)OCO4)CC2)cc1 | 0 | 8%[57.1 µM] | 6%[57 µM] | -9% | 10% | -26% | 2% | 0%[2.29 µM] | -6%
Cc1ccc(-c2nn(-c3cc(N4CCNCC4)ccc3[N+](=O)[O-])c(=O)c3ccccc23)cc1 | 5 | -5%[57.1 µM] | u | -8% | 14% | -9% | 10% | 12% | u
O=C(Cc1ccccc1)Nc1ccccc1C(=O)N1CCCCC1 | 0 | -15% | 32% | -6% | -5% | -1% | 0% | -16% | 0%
COc1ccc(-c2nnc(SCc3nc4ccccc4s3)n2C(C)C)cc1 | 7 | -5% | 46%[activator] | -10% | 2% | -5% | 19% | -17% | 14%
N/C(=N\OC(=O)CC1CCCCC1)c1ccccn1 | -1 | 8% | 9% | -11% | 5% | -3% | -11% | 15% | 18%
CN(C(=O)c1cccc(C(=O)N(C)c2ccccc2)c1)c1ccccc1 | -1 | 3% | 26% | -1% | 0% | -19% | -3% | 8% | -13%
Cc1ccccc1NC(=O)NC1(C(=O)N2CCOCC2)CCCCC1 | 2 | 11% | 34% | -2% | 1% | -14% | -1% | 16% | -3%
CCCCOC(=O)C1CCCC(C(=O)OCCCC)N1 (stereo unspecified) | -4 | 8%[57.1 µM] | 38% | -2% | 4% | -15% | -8% | 8%[57.1 µM] | 3%
Cc1cc(NC(=O)CCC(=O)N(CC(=O)NCC2CCCO2)c2ccccc2)no1 (stereo unspecified) | 0 | 12%[0.0914 µM] | 23% | 3% | -3% | 1% | -9% | 11%[57.1 µM] | -6%
CC1(C)Oc2ccc3ccc(=O)oc3c2[C@@H](O)[C@@H]1O | -4 | 88%[activator][57.1 µM] | 55%[activator] | i | 9% | -9% | 3% | 7%[57.1 µM] | -4%
O=c1[nH]cc(S(=O)(=O)NCc2ccccc2)c(=O)[nH]1 | 4 | -5% | 32% | -6% | 8% | u | -5% | -4% | -14%
Nc1ccc2nc(-c3ccccc3)[nH]c2c1 | -7 | 688%[activator][57.1 µM] | -3% | -8% | 3% | 1% | 2% | 149%[activator][57.1 µM] | 10%
N#CC1=C(N)Oc2n[nH]c(-c3ccccc3)c2C1c1ccncc1 (stereo unspecified) | -3 | -8% | 35% | 1% | 4% | -3% | -1% | -24% | 23%
COc1ccc(N)c(C)c1 | -1 | 7% | -21% | -4% | 6% | -23% | -8% | 21% | 13%
Clc1cccc(Cl)c1CO/N=C/c1cccs1 | -2 | 6%[57.1 µM] | -18% | -5% | 3% | 0% | -3% | 13%[11.4 µM] | 5%
O=c1[nH]c(O)c(/C=C2\C=Nc3ccccc32)[nH]1 | -1 | -1% | 15% | -3% | 6% | -13% | -3% | 7% | 32%[activator]
COc1ccc(-c2cn3c(C)c(C(=O)N4CCN(c5ccccc5)CC4)sc3n2)cc1 | 6 | 12%[57.1 µM] | 26% | 2% | -2% | -10% | 6% | 21%[57.1 µM] | 3%
CC1(C)Oc2ccc(C(=O)NC3CC3)cc2N(CC(=O)N2CCOCC2)C1=O | 6 | -1% | 21% | -3% | -2% | -13% | 4% | 1% | x
C=CCNC(=O)c1onc(CSc2ccccc2CC)c1C(=O)O | 0 | 0%[57.1 µM] | 23% | 7% | -5% | u | 0% | -7%[57.1 µM] | 8%
COc1ccccc1OCc1nc(-c2ccc([N+](=O)[O-])cc2)no1 | 0 | -3% | -24% | i | 3% | -18% | 4% | 7% | 2%

Not all compounds are listed, so the mix of outcomes need not match the whole.
